Screening data from PubChem.
FLuc counter: counter-screen for miR-21 project: firefly luciferase inhibitors or activators; actives 6.9% (n = 360,000); Potency, µM (doses to about 57.5 µM), for inactives: top-dose activity change, negative = inhibition, usual class: inhibitors; purified FLuc, Km substrates, luminescence inhibition; P08659; AID 588342;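 note: potency is the fitted concentration of half-maximal effect; plate controls were vehicle for no effect and reference inhibitor for full effect; nearly all actives have a fitted effect of over 55% in size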
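Biochemical qHTS of compounds, final roughly 60 µM downward over six points, against 10 nM purified firefly luciferase using Km concentrations of substrates (10 uM D-luciferin, 10 uM ATP) in Tris acetate pH 7.5 buffer; luminescence output.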
ELG1 genotoxic: genotoxicity induction in ELG1-luciferase HEK293T cells | Potency, µM (titrated, usually from 46 µM), for inactives: at the highest dose activity change, positive = activation, usual class: activators | AID 504466 | HEK293T ELG1-luciferase reporter, luminescence, 16 h | actives 1.3% (n = 330,000); note: potency is the fitted concentration of half-maximal effect; % of control where 0% means no effect; nearly all actives have a fitted effect of over 60% in size
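Cells (2,000/well) expressing the ELG1-luciferase fusion are dosed by pin tool and kept 16 hr at 37 °C, 5% CO2. Signal comes from ONE-Glo luciferase reagent after 30 min at room temperature.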
p53 reactivator: restores transcriptional activity of mutant p53. H1299 p53-A138V BP100-luciferase reporter, luminescence, 24 h. Potency, µM (doses to about 92.2 µM), for inactives: at the top dose activity change, positive = activation, usual class: activators. actives 0.063% (n = 320,000). AID 504706; note: potency is the fitted concentration of half-maximal effect; % of control where 0% means no effect; nearly all actives have a fitted effect of over 45% in size
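H1299 (p53-null), stable ts p53-A138V + BP100-Luc; 1000 cells/well, Opti-MEM/10% FBS; cpd 4 pt, 1:5; 24 h, 37 deg C, 5% CO2; detection reagent 10 min RT; luminescence.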
BRCA1 expr up: BRCA1 expression activation; MCF7-BRCA1-FFLuc reporter, luminescence, 48 h; response scale: scaled: vehicle 0%, 10 µM genistein 100%; Potency, µM (top dose mostly 46.1 µM), for inactives: at the highest dose activation, hits mostly activators; actives 1.1% (n = 380,000); note: potency is the fitted concentration of half-maximal effect; nearly all actives have a fitted effect of over 80% in size; some results filed as inactive show a strong effect at the top dose
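MCF7-BRCA1-FFLuc cells, 2000/well in phenol-red-free MEM, attached 2 h then treated 48 h at 37 C. Luciferase luminescence read 15 min after reagent; normalized to genistein maximum activation (10microM) and DMSO, concentration-response fitted.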
Rab9 promoter act: activators of Rab9 promoter. AID 485297. Potency, µM (titrated, usually from 9.22 µM), for the others: at the highest dose activation, negative = inhibition, actives largely listed as activators. actives 2.8% (n = 320,000). Huh7 Rab9 promoter-luciferase reporter, luminescence, 24 h; note: potency is the fitted concentration of half-maximal effect; % of control where 0% means no effect; nearly all actives have a fitted effect of over 60% in size
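Steps: seed 1500 Huh7 Rab9-luc cells per well, rest 2 h at 37 °C; add compound in DMSO; incubate 24 h; add luciferase reagent, 10 min ambient; read luminescence.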
TRPV1 agonist: agonists of human vanilloid receptor 1 (TRPV1). actives 0.19% (n = 320,000). TRPV1-expressing cells, Fluo-8 calcium influx, agonist mode. activation, % at 8.33 µM; in the data active = activation above about 80%; inconclusive = between about 30% and that limit; note: 0% is about no effect
Target sequence (Q8NER1 whole entry, looked up): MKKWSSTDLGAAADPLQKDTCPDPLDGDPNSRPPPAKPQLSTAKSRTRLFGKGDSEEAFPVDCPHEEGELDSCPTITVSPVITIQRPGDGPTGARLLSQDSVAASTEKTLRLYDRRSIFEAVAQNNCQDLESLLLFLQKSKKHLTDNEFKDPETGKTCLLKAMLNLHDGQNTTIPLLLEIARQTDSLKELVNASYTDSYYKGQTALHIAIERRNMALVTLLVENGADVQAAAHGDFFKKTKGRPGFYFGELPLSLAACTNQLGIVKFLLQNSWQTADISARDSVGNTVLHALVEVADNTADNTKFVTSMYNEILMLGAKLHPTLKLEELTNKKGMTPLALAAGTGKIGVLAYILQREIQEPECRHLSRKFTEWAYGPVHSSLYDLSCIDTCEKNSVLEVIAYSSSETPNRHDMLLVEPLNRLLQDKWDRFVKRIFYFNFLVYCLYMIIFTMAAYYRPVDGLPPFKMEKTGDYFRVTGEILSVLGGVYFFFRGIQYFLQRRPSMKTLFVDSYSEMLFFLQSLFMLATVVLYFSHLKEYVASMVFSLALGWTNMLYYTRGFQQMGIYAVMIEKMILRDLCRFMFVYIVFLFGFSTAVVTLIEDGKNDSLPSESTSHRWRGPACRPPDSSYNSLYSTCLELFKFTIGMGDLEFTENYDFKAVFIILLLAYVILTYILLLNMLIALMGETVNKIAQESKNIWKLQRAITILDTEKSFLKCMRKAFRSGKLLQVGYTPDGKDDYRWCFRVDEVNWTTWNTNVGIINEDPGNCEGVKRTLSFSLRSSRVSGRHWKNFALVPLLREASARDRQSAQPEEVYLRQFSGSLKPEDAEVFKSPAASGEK
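Cells expressing TRPV1 were dye-loaded with Fluo-8 and read kinetically: 10 s baseline, 3 min after compound (agonist portion), then 2 min after EC20 capsaicin (allosteric enhancer portion). Calcium-bound dye fluorescence at 480/520 nm.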
Tb PFK inh: blocks T. brucei phosphofructokinase | actives 0.17% (n = 330,000) | O15648 | Potency, µM (series often up to 57.5 µM), inactives show top-dose activity, negative = inhibition, most hits filed as inhibitors | AID 485367 | T. brucei PFK, ADP-Glo luminescence;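 note: potency is the fitted concentration of half-maximal effect; 0% = uninhibited 1x PFK enzyme wells and -100% = no-enzyme wells; nearly all actives have a fitted effect of over 60% in size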
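In TEA buffer at pH 8.0 with 5 mM MgCl2, enzyme (1.25 nM) converted F6P (0.5 mM) and ATP (0.1 mM) for 45 min at room temperature. ADP product was read by luciferase luminescence.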
ELG1 DNA repair: blocks ELG1-dependent DNA repair in HEK293T cells. actives 2.3% (n = 330,000). Potency, µM (series often up to 46.1 µM), for the others: at the top dose activity change, negative = inhibition, usual class: inhibitors. HEK293T ELG1-luciferase reporter, luminescence, 16 h; DNA damage induced by 5-fluorouridine; note: potency is the fitted concentration of half-maximal effect; % is set by controls: 0 for no effect and ±100 for the full control effect; nearly all actives have a fitted effect of over 55% in size
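Quantitative HTS, concentration-response format. 2,000 cells/well co-treated with 5-fluorouridine and compound, 16 hr in 5% CO2 at 37 °C; ONE-Glo luminescence read after 30 min.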
Gal4-VP16 FLuc: Gal4-VP16 reporter inhibition counter-screen. actives 3.5% (n = 310,000). Potency, µM (highest dose often 53.6 µM), for the others: at the top dose activity, negative = inhibition, usual class: inhibitors. Drosophila S2 Gal4-VP16 UAS-luciferase, luminescence, 20 h;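 note: Gal4-VP16 expression switched on by copper sulfate through the metallothionein promoter; potency is the fitted concentration of half-maximal effect; % is set by controls: 0 for no effect and ±100 for the full control effect; nearly all actives have a fitted effect of over 50% in size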
NPC1 promoter act: activates the NPC1 promoter. actives 2.4% (n = 320,000). Potency, µM (doses to about 9.22 µM), for inactives: at the highest dose activation, hits mostly activators. Huh7 NPC1 promoter luciferase reporter, 24 h;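 note: potency is the fitted concentration of half-maximal effect; % of control where 0% means no effect; nearly all actives have a fitted effect of over 60% in size; reporter is driven by a mutant NPC1 promoter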
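NPC1 promoter–luciferase Huh7 cells; 24 h compound; luminescence.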
RORgamma inh: inhibitors of mouse ROR gamma transcriptional activity. Drosophila S2 Gal4-RORgamma UAS-luciferase reporter, 20 h. Potency, µM (highest dose often 53.6 µM), inactives show top-dose activity change, negative = inhibition, actives largely listed as inhibitors. actives 5.4% (n = 310,000). AID 2551; note: potency is the fitted concentration of half-maximal effect; % is set by controls: 0 for no effect and ±100 for the full control effect; nearly all actives have a fitted effect of over 60% in size
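Stable Schneider cell line, Gal4 DNA-binding domain fused to ROR gamma, UAS-luciferase. Cmpd 1 hr RT → CuSO4 700 uM final → 20 hr RT → luciferase reagent 10 min → luminescence.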
Starred values were filed as active, the others as inactive; ? = inconclusive; nt = no result given; [ ] = another dose, or the depositor's remark. Unless noted, calls come from the whole dose curve; as a rule, active = well fitted curve in the direction sought with a large enough effect; inconclusive = small, poorly fitted or top-dose-only effect, or another doubt; inactive = no such curve, though single readings can be large; an effect the other way counts as inactive or inconclusive.

smiles | FLuc counter | ELG1 genotoxic | p53 reactivator | BRCA1 expr up | Rab9 promoter act | TRPV1 agonist | Tb PFK inh | ELG1 DNA repair | Gal4-VP16 FLuc | NPC1 promoter act | RORgamma inh
Cc1ccc(Cl)cc1NC(=S)N(CCCN1CCOCC1)Cc1ccccn1 | 0% | -2% | -4% | -15% | -7% | 8 | 0% | 4% | -4% | 0% | -36%
O=C(COc1ccc(S(=O)(=O)Nc2cccc(C(F)(F)F)c2)cc1)N1CCOCC1 | 3% | -7% | -6% | -2% | 4% | 3 | 1% | -4% | -1% | -5% | 40%
C/C(=N\NC(=O)c1nnn(-c2nonc2N)c1CN(C)c1ccccc1)c1ccc(O)cc1 | -1% | -2% | -4% | 2% | 4% | 1 | -1% | -10% | -5% | -3% | 1%
CCOc1ccc(CNC(=O)CCS(=O)(=O)Cc2ccc(C)cc2)cc1OC | 1% | 6% | 0% | -6% | -5% | 12 | -1% | -1% | -3%[10 µM] | -8% | 32%
Cc1nc(C(F)(F)F)c(C(=O)N/N=C(\N)c2ccccn2)s1 | 1% | 0% | 25% | -74% | -7% | 2 | 3% | ? | ? | -6% | ?
Cc1cc(C)cc(OCC(O)Cn2nc(C)cc2C)c1 (centres undefined) | -1% | 2% | -1% | 7% | -5% | 1 | 2% | 6% | -1% | -3% | 0%
CCOC(=O)c1sc(NCCNc2nc(C)c(C(=O)OCC)s2)nc1C | 1% | 1% | -7% | -29% | -2% | -2 | 1% | -2% | -9% | -4% | -2%
O=C(CSc1nn(-c2ccc(Cl)cc2)c(=S)s1)NCC1CCCO1 (centres undefined) | -10% | -5% | -1% | -1% | 4% | 16 | 1% | -11% | -6% | 0% | 36%
COCCn1c(=O)[nH]c2cc(C(=O)NCCN3CCN(c4ccccc4F)CC3)ccc2c1=O | 3% | -2% | -5% | -5% | -3% | -2 | -3% | ? | -6% | -1% | 16%
COc1cccc(NC(=O)c2ccc(CN3CCOCC3)cc2)c1 | 11µM* | 8% | ? | 11µM* | 3.2µM* | 18 | -5% | ? | 0% | 4µM* | -2%
CCN(c1ccccc1)S(=O)(=O)c1ccc(OC)c(NC(=O)CCc2nc3ccccc3c(=O)[nH]2)c1 | -2% | -29% | -10% | -25% | -3% | -1 | -1% | ? | nt | -7% | nt
O=C1c2ccccc2C(=O)C1c1ccnc2ccccc12 | 0.15µM* | ? | nt | -85% | 0.63µM* | 0 | 1% | ? | ? | 3.5µM* | ?
Cc1ccc(-c2nnc(CN3CCN(C)CC3)o2)cc1 | 0% | 0% | 13% | -2% | 30% | 2 | 3% | 6% | -6% | 10% | 15%
S=c1[nH]nc(-c2cccc(Cl)c2)n1/N=C/c1ccco1 | 1% | -4% | 5% | -25% | 0% | 3 | -6% | 2% | ? | -2% | ?
N=C1/C(=C/c2cccn2Cc2ccc(Cl)cc2)C(=O)N=C2SC=CN12 | 7% | -1% | -14% | -24% | 1% | 10 | 0% | -19% | 5µM* | -4% | 4µM*

Following part
smiles | FLuc counter | ELG1 genotoxic | p53 reactivator | BRCA1 expr up | Rab9 promoter act | TRPV1 agonist | Tb PFK inh | ELG1 DNA repair | Gal4-VP16 FLuc | NPC1 promoter act | RORgamma inh
O=C(CSc1ncccn1)NC1CCCc2ccccc21 (centres undefined) | -5% | 0% | 2% | 0% | 5% | ? | 2% | 20% | -6% | 0% | 23%
Cc1cccc(N2CCN(CC(=O)NCC3CCCCC3)CC2)c1C | -1% | -1% | 3% | -2% | -4% | ? | 2% | -26% | -30% | 2% | 4%
CCCc1nc2ccccc2c2nc(N)nn12 | -2% | 8% | 0% | 6% | -1% | -2 | 1% | ? | 0% | 0% | 22%
Cn1c(SCC(=O)NCc2ccco2)nnc1-c1c[nH]c2ccccc12 | 0% | 3% | -3% | -60% | -7% | -1 | -3% | -8% | -2% | -3% | 4%
CN1CCN(C(=O)c2cc3nc(-c4ccccc4)cc(C(F)(F)F)n3n2)CC1 | 6% | nt | nt | -34% | nt | 9 | nt | nt | 3% | nt | 52%
NC(=O)C1CCCN(CCc2ccccc2)C1 (centres undefined) | 1% | 3% | 2% | 21% | 6% | -2 | 0% | -17% | 6% | 2% | -1%
O=C1C2CC=CCC2C(=O)N1c1n[nH]c(CCc2ccccc2)n1 (centres undefined) | -1% | 3% | -18% | 2% | 0% | 1 | 1% | -2% | 7% | 0% | ?
CCCCC[C@H]1CN(Cc2ccc(OC)cc2)C(=O)[C@@H]1CC(=O)NCc1ccccc1 | 1% | -3% | 6% | -43% | 0% | ? | -4% | -10% | 0% | 0% | 13%
COc1cccc(-n2c(SCC(=O)NCC3CCCO3)nc3c([nH]c4ccccc43)c2=O)c1 (centres undefined) | -3% | 2% | -28% | -42% | 0% | 2 | -4% | 12% | -1% | 2% | 14%
COc1cc(Cn2c(-c3ccc(O)c(OC)c3)nc3ccccc32)ccc1O | -10% | 8% | -7% | -24% | -6% | 3 | -7% | ? | -3% | -4% | ?
CC(OC(=O)c1cc2sccc2n1C)C(=O)NCc1ccc2c(c1)OCO2 (centres undefined) | 1% | 1% | 4% | 0% | -2% | 12 | -2% | -4% | -6% | 3% | 27%
CCCN1CCC(=NNC(=O)c2ccc(Br)o2)CC1 | 3% | 3% | 7% | 0% | 3% | 19 | 1% | ? | -12% | -2% | -22%
CCOC(=O)NC(=O)C(=CNNc1ncc(C(F)(F)F)cc1Cl)C(=O)NC(=O)OCC | -2% | 0% | 8% | -11% | 2% | -2 | -1% | -10% | ? | -15% | ?
CC1=NN(c2ccccc2)C(=O)/C1=C\c1cc(C)n(C)c1C | 7.6µM* | -7% | 4% | -29% | 4% | 15 | 4% | ? | -23% | 14% | 15%
C/C(=N\NC(=S)NC1CCCCC1)c1ccc(C)o1 | -17% | -4% | 29% | 42% | ? | ? | -10% | 10% | 3.5µM* | 10% | 0.63µM*

Carrying on:
Below each SMILES – FLuc counter | ELG1 genotoxic | p53 reactivator | BRCA1 expr up | Rab9 promoter act | TRPV1 agonist | Tb PFK inh | ELG1 DNA repair | Gal4-VP16 FLuc | NPC1 promoter act | RORgamma inh
> CC(C)(CNS(=O)(=O)c1cccs1)N1CCOCC1
    nt | 0% | 2% | 2% | nt | nt | 3% | 6% | nt | nt | nt
> COCCN=c1scc(-c2ccco2)n1/N=C/c1ccc(O)c(O)c1O
    17µM* | 9% | 0% | 20% | -5% | 4 | -16% | 20% | -1% | -4% | ?
> CCC(C(=O)N1CCN(c2ncccn2)CC1)c1ccccc1 (centres undefined)
    -3% | -1% | -1% | -1% | -3% | 6 | 2% | -18% | -2% | -4% | -33%
> CC(C)NC(=O)c1cnc(N2CCN(c3ccccn3)CC2)c2ccccc12
    -1% | -10% | -12% | -21% | -4% | 16 | 12% | ? | 1% | -4% | 31%
> COCCn1c(SCC(=O)Nc2ccc(Cl)c(S(=O)(=O)N(C)C)c2)nc2ccccc21
    1% | -20% | -2% | -54% | -1% | 5 | 1% | 18µM* | -10% | 2% | 1%
> COCCNC(=O)c1noc2c1CCc1cc(OC)ccc1-2
    ? | ? | 17% | 2.2µM* | ? | -2 | 2% | ? | ? | 3.5µM* | -25%
> Cc1ccc(C(=O)CC(=O)c2ccc(C)cc2O)cc1
    17µM* | 5% | ? | 51% | ? | 28 | 0% | ? | ? | ? | 8.9µM*
> Cc1c(Cl)cccc1NS(=O)(=O)c1cn(C)c(=O)n(C)c1=O
    5% | 5% | nt | -7% | 1% | 3 | 0% | 9% | 6% | -2% | 0%
> CCn1c(COc2cccc(C)c2C)nnc1SCC(=O)Nc1cc(C)on1
    -2% | 4% | 4% | -21% | -2% | 3 | -8% | -13% | -7% | 1% | -17%

Limited to Rab9 promoter act, RORgamma inh and BRCA1 expr up, for some of the entries so far:
compound	Rab9 promoter act	RORgamma inh	BRCA1 expr up
CC(C)NC(=O)c1cnc(N2CCN(c3ccccn3)CC2)c2ccccc12	-4%	31%	-21%
COCCn1c(SCC(=O)Nc2ccc(Cl)c(S(=O)(=O)N(C)C)c2)nc2ccccc21	-1%	1%	-54%
COCCNC(=O)c1noc2c1CCc1cc(OC)ccc1-2	?	-25%	2.2µM*
Cc1ccc(C(=O)CC(=O)c2ccc(C)cc2O)cc1	?	8.9µM*	51%
Cc1c(Cl)cccc1NS(=O)(=O)c1cn(C)c(=O)n(C)c1=O	1%	0%	-7%
